PGE2 EP2 inh: human EP2 receptor antagonists, primary screen, TR-FRET cAMP, C6 glioma cells; Prostaglandin E2 receptor EP2 subtype (Homo sapiens), P43116; C6 glioma cells expressing human EP2; cells stimulated with saturating PGE2; inhibition, % at 25 µM; 260,000 compounds, 0.52% hits; AID 1422, 2008;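 active = percent inhibition above 40 after rounding to a whole number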;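 also: rat C6 glioma host cells with rolipram phosphodiesterase inhibitor present; the protocol text gives 20 µM as final concentration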
PPC-1+TRAIL kill: compounds killing PPC-1 cancer cells with TRAIL present, primary screen, TRAIL potentiator project, ATPLite luminescence, uHTS | PPC-1 cells + TRAIL, ATPLite viability luminescence | AID 1443, 2008 | 220,000 compounds, 0.41% hits | cell killing (% activity), % at 4 µM;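 active = cell killing above 50% in the first pass at 4 µM, then a duplicate retest at 5 µM averaging 50% or more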;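 also: plate controls were cells with TRAIL plus DMSO for no effect and medium-only wells lacking cells for full effect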
CHOP inhibitor: inhibitors of CHOP promoter induction, primary screen, cell-based, unfolded protein response, luciferase reporter; CHO-K1 CHOP-promoter luciferase, tunicamycin-induced, 15-18 h; inhibition, % at 10 µM; 220,000 compounds, 3.8% hits; AID 2732, 2010;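 active = compounds that reduced the stress-induced luciferase reporter signal by more than about 70% of percent inhibition, limit read from the data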;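 also: 0% = tunicamycin plus vehicle and 100% = wells without tunicamycin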
14-3-3 Bad inh: inhibitors of 14-3-3 zeta/Bad binding, primary screen, biochemical, TR-FRET, bovine 14-3-3 zeta. 14-3-3 protein zeta/delta (Bos taurus), P63103. TR-FRET 14-3-3zeta/Dy647-pBad peptide displacement, 1 h. inhibition, % at 21.7 µM. 220,000 compounds, 0.71% hits. AID 781, 2007;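 active = inhibition above about 70%, limit read from the data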;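 also: 0% = full 14-3-3 plus peptide FRET controls and 100% = background without 14-3-3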
TRPML3 agonist: human TRPML3 channel agonists, primary screen, cell-based, HEK293 TRPML3-YFP, Fluo-8 calcium fluorescence, 3 µM. AID 1448, 2008. 220,000 compounds, 0.29% hits. 100% = the carbachol control signal. Mucolipin-3 (Homo sapiens), Q8TDD5. activation, % at 3 µM;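 active = activation above its plate's cutoff, the mean activation of the plate's test wells plus 3 SD, cut at about 12% in these data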;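 also: 0% = DMSO only wells and 100% = carbachol wells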
Target sequence (Q8TDD5 whole entry, looked up): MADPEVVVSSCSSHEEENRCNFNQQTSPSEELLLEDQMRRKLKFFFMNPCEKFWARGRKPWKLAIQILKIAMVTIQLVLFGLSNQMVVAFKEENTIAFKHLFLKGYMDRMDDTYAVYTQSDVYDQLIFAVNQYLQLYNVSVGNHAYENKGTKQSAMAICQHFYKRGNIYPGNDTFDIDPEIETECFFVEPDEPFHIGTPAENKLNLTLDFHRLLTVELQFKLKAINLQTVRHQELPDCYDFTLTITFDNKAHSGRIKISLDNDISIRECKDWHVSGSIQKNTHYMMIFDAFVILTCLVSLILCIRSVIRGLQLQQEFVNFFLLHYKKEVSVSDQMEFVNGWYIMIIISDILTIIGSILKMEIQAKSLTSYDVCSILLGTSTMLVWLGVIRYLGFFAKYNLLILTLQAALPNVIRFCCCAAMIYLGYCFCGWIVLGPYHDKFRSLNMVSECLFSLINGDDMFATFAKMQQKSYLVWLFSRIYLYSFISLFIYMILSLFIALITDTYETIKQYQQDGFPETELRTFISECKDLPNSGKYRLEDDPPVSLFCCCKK
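Material: TRPML3-YFP stable HEK293 cells | Dosing: One concentration, 3 µM nominal, 0.3% DMSO | Timing: 125 s total fluorescence read per well | Technique: Fluo-8 calcium dye fluorescence, ex 470-495, em 515-575 nm | Measure: Percent activation from peak-to-basal fluorescence ratio, scaled between DMSO and carbachol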
zfTRPN1 agonist: zebrafish TRPN1 channel agonists, primary screen, cell-based, HEK293, calcium fluorescence; HEK293 zebrafish TRPN1-YFP, Fluo-8 calcium fluorescence; 100% = response to 87 µM carbachol; activation, % at 3 µM; transient receptor potential cation channel N1 (TRPN1/NompC), Danio rerio; 220,000 compounds, 0.18% hits; AID 1424, 2008;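 active = activation above its plate's cutoff, the mean activation of test wells on that plate plus 3 SD, cut at about 19% in these data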;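 also: 0% = DMSO alone and 100% = 87 µM carbachol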
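Control set: carbachol 87 µM as high control, DMSO as low control; system: HEK293 stable line with zebrafish TRPN1-YFP; read-out: % activation versus carbachol response; detection: intracellular calcium fluorescence with Fluo-8; doses: single test compound dose, 3 µM nominal, 0.3% DMSO; schedule: dye 1 h 37 °C plus 30 min RT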
NPY Y1 blocker: NPY-Y1 receptor antagonists, primary screen, cell-based | Neuropeptide Y receptor type 1 (Homo sapiens), P25929 | HEK293-CNG Y1 cells, membrane potential fluorescence; NPY at EC95, then isoproterenol | inhibition, % at 3.6 µM | 200,000 compounds, 1% hits;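 active = inhibition above the campaign mean inhibition of all tested compounds plus 3 SD, cut at about 20% in these data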;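 also: 0% = DMSO wells given NPY plus isoproterenol and 100% = isoproterenol alone without NPY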
Target sequence (P25929 whole entry, looked up): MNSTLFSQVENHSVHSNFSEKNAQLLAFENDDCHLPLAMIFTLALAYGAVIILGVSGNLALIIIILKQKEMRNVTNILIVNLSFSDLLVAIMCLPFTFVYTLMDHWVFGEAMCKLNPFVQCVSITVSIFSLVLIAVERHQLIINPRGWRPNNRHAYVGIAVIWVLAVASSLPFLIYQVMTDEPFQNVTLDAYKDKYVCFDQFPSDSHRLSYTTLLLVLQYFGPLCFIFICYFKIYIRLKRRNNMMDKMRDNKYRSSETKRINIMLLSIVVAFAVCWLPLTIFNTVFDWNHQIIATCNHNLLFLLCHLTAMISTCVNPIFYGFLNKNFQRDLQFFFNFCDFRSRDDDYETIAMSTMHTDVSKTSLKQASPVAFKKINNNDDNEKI
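Assay system: HEK293 Y1/CNG channel cell line; Doses: single compound dose of 3.6 µM, 0.4% DMSO; Timing: dye 3 h, compound 60 min room temperature, stimulation 45 min; Technique: Membrane-potential fluorescent dye readout; Measure: % inhibition of NPY effect.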
EP2 modulator: EP2 receptor modulators, cAMP readout, primary screen, cell-based, HTRF cAMP, PGE2 stimulation. EP2-expressing cells, cAMP HTRF FRET, PGE2 co-stimulation. 260,000 compounds, 0.83% hits. Prostaglandin E2 receptor EP2 subtype (Homo sapiens), P43116. AID 940, 2007. induction, % at 25 µM;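 active = compounds whose cAMP rise, as percent of the full-agonist control response, exceeds 60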;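 also: rat C6 glioma line stably carrying human EP2 under a CMV promoter; the protocol text gives 20 µM as final concentration; 100% = response of wells given 1 µM PGE2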
NPY1 pot ag: NPY-Y1 receptor potentiators or agonists, primary screen, cell-based. 220,000 compounds, 0.37% hits. NPY-Y1 expressing cells, potentiator/agonist activation. activation, % at 3.6 µM; in the data active = activation above about 33%, passing the limit was not always enough;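 also: cells stimulated with NPY at EC10 then isoproterenol at EC100; 0% = low agonist plus stimulus and 100% = saturating agonist plus stimulus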
* = called active by the depositor; / = not tested or not shown; & = joins results of further samples; [ ] = remark or other dose.

1	O=C(NCc1ccco1)C12CN(Cc3ccccc3)CC1C(c1ccc([N+](=O)[O-])cc1)=NO2 (centres undefined)
2	COc1cc2c(=O)n(CC3CCCO3)c(=O)n(CC(=O)Nc3cccc(Cl)c3)c2cc1OC (centres undefined)
3	CCc1ccccc1NC(=S)N(Cc1cccc(C)c1)c1cccnc1
4	COCCN1C(=O)c2oc3ccccc3c(=O)c2C1c1ccc(OC)c(OC)c1 (centres undefined)
5	O=S(=O)(Cc1noc(-c2ccc(Cl)cc2)n1)Cc1ccco1
6	O=C(COC(=O)/C=C/c1ccc(Br)o1)NCCCN1CCCC1=O
7	OC(COc1ccc2ccccc2c1)CN1CCCC1 (centres undefined)
8	O=C(CN(CCO)c1ccccc1)Nc1cccc(S(=O)(=O)N2CCCC2)c1
compound no.	1	2	3	4	5	6	7	8
PGE2 EP2 inh	5	8	4	9	9	6	5	10
PPC-1+TRAIL kill	-1	10	2	6	-10	11	-6	-1
CHOP inhibitor	28	16	12	-24	-9	7	-11	15
14-3-3 Bad inh	48[fluorescence artefact?]	-3	-8	1	2	4	7	-2
TRPML3 agonist	-0.8	1.1	0.1	0.1	0.3	0.7	0.6	0.5
zfTRPN1 agonist	0.4	0.6	-0.6	-0.5	0.1	0.5	-0.4	1.3
NPY Y1 blocker	3	5	-2	0	/	-1	1	4
EP2 modulator	20	-19	2	-9	-17	-4	-15	-12
NPY1 pot ag	-10	-11	-9	14	-9	11	-10	9

9	O=C(CSCc1c(F)cccc1Cl)Nc1cccnc1
10	COc1ccc(Cl)cc1NC(=O)CNc1ccccc1CN(C)C1CCCCC1
11	CN1CCN(C(=O)/C(=C\c2cccs2)NC(=O)c2cccs2)CC1
12	C=CCN(C(=O)c1cccc(N2C(=O)C3CC=CC(C)C3C2=O)c1)c1ccccc1 (centres undefined)
13	O=C(Cn1nnc2ccccc2c1=O)NCCc1ccc(Cl)cc1Cl
14	O=C1C(Nc2ccccc2)=C(N2CCCCC2)C(=O)c2ccccc21
15	CN=c1scc(-c2ccccc2F)n1/N=C/c1ccc[nH]1
16	CCCCNC(=O)CN1C(=O)NC2NC(=O)NC21 (centres undefined)
compound no.	9	10	11	12	13	14	15	16
PGE2 EP2 inh	6	5	9	7	11	23	8	9
PPC-1+TRAIL kill	-7	27	0	22	5	30	44	12
CHOP inhibitor	1	22	3	15	20	12	98*	-27
14-3-3 Bad inh	-6	-11	-21	-11	2	5	-11	0
TRPML3 agonist	-0.5	-0.2	0.9	-0.7	0.2	0.0	1.3	-1.1
zfTRPN1 agonist	1.2	-1.0	-2.0	-1.4	0.2	-0.1	0.3	0.7
NPY Y1 blocker	-11	29*	-1	-3	2	3	3	6
EP2 modulator	-14	33	14	11	-2	-4	-68	3
NPY1 pot ag	-2	-17	6	3	-6	-20	10	-7

17	Cn1ncc(C#N)c1NC(=O)C1CC(c2ccc(Cl)c(Cl)c2)=NO1 (centres undefined)
18	O=C(c1ccc(Br)o1)N1CCN(c2ccccc2F)CC1
19	O=C1COc2ccc(-c3n[nH]c(=O)c4ccccc34)cc2N1
20	O=C(CO/N=C/c1c(Cl)cccc1Cl)NNC(=O)c1ccc(Cl)cc1
21	Cc1cc(NC(=O)C(C)(C)C)no1
22	Oc1ccc(/C=N/NC2=NCCCCC2)cc1
23	CCn1cc(C(=O)OCC(=O)Nc2ccc(C(C)C)cc2)c(=O)c2ccc(C)nc21
24	CN1C(=O)CSc2ccc(NC(=O)N3CCN(c4ccccc4)CC3)cc21
compound no.	17	18	19	20	21	22	23	24
PGE2 EP2 inh	12	13	7	8	15	6	3	7
PPC-1+TRAIL kill	16	11	8	18	20	12	22	2
CHOP inhibitor	2	0	11	6	45	33	55	7
14-3-3 Bad inh	19[fluorescence artefact?]	1	-5	-3	2	4	6	-18
TRPML3 agonist	0.1	-0.7	0.8	-0.8	0.4	0.7	0.7	1.9
zfTRPN1 agonist	2.1	0.1	0.7	-1.2	2.4	-0.5	-0.6	2.8
NPY Y1 blocker	8	9	-2	/	-3	3	4	1
EP2 modulator	-37	-1	-31	-70	4	17	59	-46
NPY1 pot ag	5	-22	-1	-25	6	-12	-13	-4

Record cards, from the list above. Order of screens: PGE2 EP2 inh	PPC-1+TRAIL kill	CHOP inhibitor	14-3-3 Bad inh	TRPML3 agonist	zfTRPN1 agonist	NPY Y1 blocker	EP2 modulator	NPY1 pot ag
`O=C(CO/N=C/c1c(Cl)cccc1Cl)NNC(=O)c1ccc(Cl)cc1` is entered as 8	18	6	-3	-0.8	-1.2	/	-70	-25
`CCn1cc(C(=O)OCC(=O)Nc2ccc(C(C)C)cc2)c(=O)c2ccc(C)nc21` is entered as 3	22	55	6	0.7	-0.6	4	59	-13
`Cc1cc(NC(=O)C(C)(C)C)no1` is entered as 15	20	45	2	0.4	2.4	-3	4	6
`Cn1ncc(C#N)c1NC(=O)C1CC(c2ccc(Cl)c(Cl)c2)=NO1` (centres undefined) is entered as 12	16	2	19[fluorescence artefact?]	0.1	2.1	8	-37	5
`Oc1ccc(/C=N/NC2=NCCCCC2)cc1` is entered as 6	12	33	4	0.7	-0.5	3	17	-12

Continued:
25	O=[N+]([O-])c1c(Nc2ccccc2)ccc2nonc12
26	O=C(/C=C/c1ccccc1)N/C(=C/c1ccccc1)C(=O)N1CCCCC1
27	Cc1ccsc1/C=C1\SC(N)=NC1=O
28	C=CCCC(=O)Nc1nc(C)c(-c2csc(Nc3ccc(Cl)cc3Cl)n2)s1
29	S=c1[nH]nc(-c2ccncc2)n1/N=C/c1cn(-c2ccccc2)nc1-c1ccc(Cl)cc1
30	Cc1nc(N)sc1Cc1ccc2c(c1)OCO2
31	CC(C)NC(=S)NC(=O)c1ccc(Cl)cc1Cl
32	C/C(=N\NC(=O)c1cccc(S(=O)(=O)N2CCCC2)c1)c1ccco1
compound no.	25	26	27	28	29	30	31	32
PGE2 EP2 inh	2	12	/	9	5	14	4	1
PPC-1+TRAIL kill	26	5	11	11	16	0	-7	4
CHOP inhibitor	7	9	-21	-15	91*	21	32	17
14-3-3 Bad inh	5	-15	-17[fluorescence artefact?]	13	28	5	-5	-1
TRPML3 agonist	0.4	0.5	0.2	-0.1	0.6	0.4	2.3	0.6
zfTRPN1 agonist	0.1	1.7	-0.6	1.4	2.4	0.7	-0.8	1.0
NPY Y1 blocker	4	-3	3	1	/	2	5	2
EP2 modulator	2	8	-29	22	-2	11	-5	0
NPY1 pot ag	-5	6	7	7	0	-8	15	2

33	COC(=O)c1sc(S(=O)(=O)NCCC(=O)O)c(C(=O)OC)c1C
34	Cc1cnc(C(=O)Nc2nc(-c3ccccc3)cs2)cn1
35	O=C(NCc1ccccc1F)c1ccc(S(=O)(=O)Nc2cccc(C(F)(F)F)c2)cc1
36	CC1CN(c2oc(-c3cccs3)nc2C#N)CC(C)O1 (centres undefined)
37	COc1cccc(C2=NOC(C(=O)Nc3cccnc3)C2)c1 (centres undefined)
38	CCCn1c(C)cc(/C=C(\C#N)C(=O)OCC(=O)Nc2cccc(OC)c2)c1C
39	CCn1c(=O)c(C(=O)CN(C)Cc2cccc(OC)c2OC)c(N)n(Cc2ccccc2)c1=O
40	Cc1ccccc1-n1ccnc1SCC(=O)O
compound no.	33	34	35	36	37	38	39	40
PGE2 EP2 inh	5	8	0	15	10	6	14	16
PPC-1+TRAIL kill	-8	-4	0	19	8	3	28	1
CHOP inhibitor	35	11	20	/	5	16	-25	11
14-3-3 Bad inh	0	-1[fluorescence artefact?]	-2[fluorescence artefact?]	/	4	-8	38	13
TRPML3 agonist	0.8	0.8	1.8	0.3	0.6	0.2	0.0	0.6
zfTRPN1 agonist	0.3	1.5	1.6	-0.5	2.3	-0.6	-1.7	-1.5
NPY Y1 blocker	-4	1	-5	7	0	17	8	-2
EP2 modulator	1	14	-26	/	-6	7	14	26
NPY1 pot ag	11	-27	20	-24	-4	-19	-12	10

41	N#C/C(=N\O)c1nc(-c2ccccc2)cs1
42	COc1ccc(C(=O)NCC(O)COc2ccc(C(C)(C)C)cc2)cc1[N+](=O)[O-] (centres undefined)
43	O=S(=O)(c1ccc(F)cc1)N1CCN(c2ccccc2)CC1
44	CC1CCC2C(=O)N(c3ccccc3OC(=O)c3ccccc3)C(=O)C2C1 (centres undefined)
45	O=C(COn1nnc2ccc(C(F)(F)F)cc21)Nc1nnc(-c2ccccc2)o1
compound no.	41	42	43	44	45
PGE2 EP2 inh	4&9	6	2	/	9
PPC-1+TRAIL kill	14&21	4	15	13	26
CHOP inhibitor	11&-14	47	57	17	12
14-3-3 Bad inh	-6&-7	-13	-11	4	-17
TRPML3 agonist	0.3&1.0	0.0	0.6	5.3	0.1
zfTRPN1 agonist	2.1&0.8	-0.3	-0.8	0.3	-1.8
NPY Y1 blocker	8&7	-4	-2	0	3
EP2 modulator	-1&-32	15	-20	14	24
NPY1 pot ag	-11&3	9	7	-10	-5

Arranged by molecular weight (low to high): some entries from above.
40	Cc1ccccc1-n1ccnc1SCC(=O)O
43	O=S(=O)(c1ccc(F)cc1)N1CCN(c2ccccc2)CC1
44	CC1CCC2C(=O)N(c3ccccc3OC(=O)c3ccccc3)C(=O)C2C1 (centres undefined)
42	COc1ccc(C(=O)NCC(O)COc2ccc(C(C)(C)C)cc2)cc1[N+](=O)[O-] (centres undefined)
39	CCn1c(=O)c(C(=O)CN(C)Cc2cccc(OC)c2OC)c(N)n(Cc2ccccc2)c1=O
compound no.	40	43	44	42	39
PGE2 EP2 inh	16	2	/	6	14
PPC-1+TRAIL kill	1	15	13	4	28
CHOP inhibitor	11	57	17	47	-25
14-3-3 Bad inh	13	-11	4	-13	38
TRPML3 agonist	0.6	0.6	5.3	0.0	0.0
zfTRPN1 agonist	-1.5	-0.8	0.3	-0.3	-1.7
NPY Y1 blocker	-2	-2	0	-4	8
EP2 modulator	26	-20	14	15	14
NPY1 pot ag	10	7	-10	9	-12

Screens from PubChem.

An excerpt (hit frequency here may not be typical).
